GLP1R cytotox – qHTS of GLP-1 Receptor Inverse Agonists: Cytotox Screen; HEK293 cAMP-luciferase reporter cells, luminescence, 24 h; Potency, µM (top dose mostly 38.3 µM), for inactives: top-dose activity change, negative = inhibition, actives largely listed as inhibitors; actives 0.13% (n = 410,000);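 note: loss of luciferase light is scored as toxicity; potency is the fitted concentration of half-maximal effect; % is set by controls: 0 for no effect and ±100 for the full control effect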
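Seeding density was 200 cells/uL; after overnight-length (12 h) culture, 23 nL compounds went on for 24 h at 37 °C. Readout used a luciferase detection reagent, luminescence taken after 12 min at room temperature.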
HT1080NT lethal – qHTS for induction of synthetic lethality in tumor cells producing 2HG: qHTS for the HT-1080-NT fibrosarcoma cell line | actives 1.6% (n = 360,000) | Potency, µM (doses to about 46.1 µM), for inactives: top-dose activity, negative = less viability, usual class: cytotoxic | HT-1080-NT fibrosarcoma viability, CellTiter-Glo ATP luminescence, 48 h | AID 686970, 2013;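 note: NT is the 2HG producing partner of a matched IDH1 knockdown line; potency is the fitted concentration of half-maximal effect; 0% = DMSO-treated cells and -100% = media-only wells without cells; nearly all actives have a fitted effect of over 55% in size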
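HT-1080-NT; 750 cells/well; 5% FBS RPMI; 48 h compound, 37 degrees C; CellTiter-Glo luminescence; curve fitting and curve-class assignment.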
HT1080 IDH1KD tx – qHTS for induction of synthetic lethality in tumor cells producing 2HG: qHTS for the HT-1080-IDH1KD cell line. HT-1080 IDH1 knockdown viability, ATP luminescence, 48 h. actives 2% (n = 360,000). Potency, µM (series often up to 46.1 µM), for inactives: at the highest dose activity, negative = toxicity, actives largely listed as cytotoxic. AID 686971, 2013;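 note: potency is the fitted concentration of half-maximal effect; 0% = DMSO wells and -100% = cell-free medium wells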
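% activity derives from luminescence (CellTiter-Glo), normalised to DMSO and no-cell wells. HT-1080-IDH1KD cells, 750/well, had 48 h compound exposure at 37 °C.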
D3 ag – qHTS of D3 Dopamine Receptor Agonist: qHTS; AID 652048, 2013; D3R DiscoveRx beta-arrestin cells, luminescence, 90 min; max activation, %; actives 0.58% (n = 410,000); in the data active = max activation above about 30%; note: 0% is about no effect; mostly tested at two doses, the higher about 12 µM
Target sequence (P35462 whole entry, looked up): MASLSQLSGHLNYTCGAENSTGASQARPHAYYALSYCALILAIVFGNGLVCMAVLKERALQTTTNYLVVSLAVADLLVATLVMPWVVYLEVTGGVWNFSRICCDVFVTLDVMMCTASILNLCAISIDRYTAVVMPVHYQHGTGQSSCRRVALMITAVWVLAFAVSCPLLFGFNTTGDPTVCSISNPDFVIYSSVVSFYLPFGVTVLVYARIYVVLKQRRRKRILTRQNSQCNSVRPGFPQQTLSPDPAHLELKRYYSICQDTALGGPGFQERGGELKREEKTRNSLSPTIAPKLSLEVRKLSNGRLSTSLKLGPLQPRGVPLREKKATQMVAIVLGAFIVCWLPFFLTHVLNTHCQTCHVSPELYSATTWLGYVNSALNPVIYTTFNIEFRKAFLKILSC
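Agonist-mode cell screen: cells plated at 1500/well and incubated overnight at 37 °C, then exposed to library compounds for 90 min at 37 °C. Detection reagent was added for 30–60 min at room temperature, and luminescence was read.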
KB-V1 cytotox – qHTS assay for MDR1-selective chemotherapeutics: Primary screen using the drug-selected MDR subline cells KB-V1 | KB-V1 MDR cells viability, CellTiter-Glo, 72 h | Potency, µM (series often up to 46.1 µM), for the others: at the highest dose activity change, negative = cytotoxicity, usual class: cytotoxic | actives 3.4% (n = 400,000) | AID 1347076, 2019; note: potency is the fitted concentration of half-maximal effect; % is set by controls: 0 for no effect and ±100 for the full control effect; nearly all actives have a fitted effect of over 60% in size
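Cells of the MDR subline KB-V1 are plated, dosed with compound at multiple concentrations, and incubated 72 h at 37 degrees C; CellTiter-Glo is then added and luminescence read after 10 min.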
KB-3-1 tox – qHTS assay for MDR1-selective chemotherapeutics: Primary screen using the parental adenocarcinoma cell KB-3-1; KB-3-1 viability, CellTiter-Glo ATP luminescence, 72 h; AID 1347075, 2019; Potency, µM (doses to about 46.1 µM), for inactives: top-dose activity change, negative = cytotoxic, usual class: cytotoxic; actives 1.4% (n = 400,000); note: potency is the fitted concentration of half-maximal effect; % is set by controls: 0 for no effect and ±100 for the full control effect; nearly all actives have a fitted effect of over 60% in size
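Cytotoxicity measured as CellTiter-Glo luminescence after 72 h at 37 C. Compound titrations were pinned onto drug-naive KB-3-1 parental adenocarcinoma cells grown in DMEM with 10% FBS, and normalized data fitted to concentration-response curves.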
MCF10A rereplic – A quantitative high throughput screen for small molecules that induce DNA re-replication in MCF 10a normal breast cells; MCF 10A DNA re-replication, Hoechst nuclear intensity, 48 h; Potency, µM (series often up to 46.1 µM), for inactives: top-dose activity, positive = re-replication, hits mostly activators; actives 2.9% (n = 350,000); AID 624296, 2012; note: potency is the fitted concentration of half-maximal effect; % of control where 0% means no effect; nearly all actives have a fitted effect of over 50% in size
SW480 rerep – A quantitative high throughput screen for small molecules that induce DNA re-replication in SW480 colon adenocarcinoma cells. SW480 DNA re-replication, Hoechst DNA content imaging, 48 h. Potency, µM (top dose mostly 46.1 µM), for inactives: top-dose re-replication activation, most hits filed as activators. actives 1.8% (n = 340,000); note: potency is the fitted concentration of half-maximal effect; % of control where 0% means no effect; nearly all actives have a fitted effect of over 55% in size
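Cells (250 per well) received 23 nL compound or DMSO by pin tool and were kept 48 hr at 37 C, 5% CO2. Nuclei were then stained with Hoechst for 40 min and scanned for DNA content.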
IL1B secr inh – qHTS for Inhibitors of Inflammasome Signaling: IL-1-beta AlphaLISA Primary Screen | THP-1 LPS/ATP IL-1B secretion, AlphaLISA, 16 h; stronger effect = lower value | activity change, % at 57.5 µM | actives 4.7% (n = 360,000); in the data active = activity change below about -50%; inconclusive = mostly about -30% to -49%; note: % is set by controls: 0 for no effect and ±100 for the full control effect
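Secreted IL-1B measured by AlphaLISA bead assay after 16 h compound exposure of THP-1 cells; compounds (final up to 57.5 uM) added 1 h before LPS (250 ng/mL) and ATP (1.25 mM) stimulation; lower signal means less secretion.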
Starred values were filed as active, the others as inactive; u = inconclusive; x = not tested or not shown; [ ] = remark or other dose. Unless noted, calls come from the whole dose curve; as a rule, active = well fitted curve in the direction sought with a large enough effect; inconclusive = small, poorly fitted or top-dose-only effect, or another doubt; inactive = no such curve, though single readings can be large; an effect the other way counts as inactive or inconclusive.

entry	SMILES	GLP1R cytotox	HT1080NT lethal	HT1080 IDH1KD tx	D3 ag	KB-V1 cytotox
1	COc1ccc(CNC(=O)Cc2cccs2)cc1OC	12%	7%	6%	15	0%
2	CCOc1ccccc1NC(=O)C1CCCC1	-2%	-6%	-2%	-8	-14%
3	Cc1ccc(S(=O)(=O)N2CCN(C(=O)c3ccc4c(c3)OCO4)CC2)cc1	1%	2%	-6%	1	-25%
4	Cc1cc(C(=O)Nc2cccc3ccccc23)oc1C	1%	13%	6%	-6	-2%
5	COc1cc2c(cc1OC)C(c1ccccc1Cl)N(C)CC2 (stereo not drawn)	-10%	0%	-1%	0	-2%
6	O=C(NCc1nnnn1-c1ccccc1)c1ccc2ccccc2c1	2%	8%	4%	105*	u
7	Cc1c(NS(=O)(=O)c2cc(C(=O)NCc3cccc(Cl)c3)ccc2Cl)c(=O)n(-c2ccccc2)n1C	-11%	3%	5%	6	35%
8	COc1ccc(N2CCN(C(CNC(=O)C(=O)NCC(OC)OC)c3ccco3)CC2)cc1 (stereo not drawn)	-14%	15%	16%	0	-12%

entry	KB-3-1 tox	MCF10A rereplic	SW480 rerep	IL1B secr inh
1	13%	-9%	-1%	21
2	-6%	-1%	1%	5
3	-14%	u	0%	-12
4	4%	x	x	-26
5	-4%	u	-45%[inhibitor]	0
6	-8%	x	x	-27
7	0%	-4%	-14%	23
8	22%	2%	-12%	20

Additional results follow:
entry	SMILES	GLP1R cytotox	HT1080NT lethal	HT1080 IDH1KD tx	D3 ag	KB-V1 cytotox
9	CC1(C)CC(=O)C2=C(C1)Nc1ccccc1NC2c1cccc(F)c1 (stereo not drawn)	13%	0%	-2%	4	6%
10	CCOc1ccccc1-n1c(CNc2ccc(F)cc2)nnc1SCC(=O)NCc1ccco1	-11%	2%	4%	-2	-10%
11	Cc1ccnc(NS(=O)(=O)c2ccc(NC(=O)c3ccc(Cl)cc3[N+](=O)[O-])cc2)n1	12%	-5%	-4%	-8	0%
12	COc1ccc(C(=O)N2CCCC(CCC(=O)NCc3ccccc3F)C2)c(OC)n1 (stereo not drawn)	-6%	4%	-1%	-7	-8%
13	COCC(C)NC(=O)C1CC(c2cccc(Br)c2)=NO1 (stereo not drawn)	5%	0%	-5%	0	-2%
14	CC(=O)Nc1ccc(NC(=O)COC(=O)c2cc(S(=O)(=O)N(C)C)ccc2N2CCCC2)cc1	11%	-6%	-10%	-14	3%
15	O=C(CSc1nc(O)cc(=O)n1-c1ccccc1)NCc1ccccc1	13%	-1%	1%	-12	-1%
16	CCN(C(=O)COC(=O)COc1ccccc1Cl)c1c(N)n(Cc2ccccc2)c(=O)[nH]c1=O	-12%	9%	2%	-1	u

entry	KB-3-1 tox	MCF10A rereplic	SW480 rerep	IL1B secr inh
9	-2%	2%	5%	4
10	5%	6%	-17%	-15
11	3%	u	-39%[inhibitor]	-21
12	-8%	2%	-4%	37
13	1%	8%	2%	13
14	-1%	3%	-9%	48
15	3%	8%	0%	18
16	18%	-1%	u	18

Next section:
entry	SMILES	GLP1R cytotox	HT1080NT lethal	HT1080 IDH1KD tx	D3 ag	KB-V1 cytotox
17	Clc1ccc2c(N3CCOCC3)ccnc2c1	-5%	1%	-10%	1	u
18	O=C(Nc1ccc(N2CCCC2)c(S(=O)(=O)Nc2cccc(C(F)(F)F)c2)c1)c1cccs1	-9%	-28%	-26%	1	u
19	CCOc1ccc(Nc2nc(C)c(NC(=O)c3cccc(OC)c3)c(Nc3ccc(OCC)cc3)n2)cc1	-22%	x	x	-8	-9%
20	CC(C)NCc1nnc(-c2ccccc2Cl)o1	5%	-4%	-2%	5	7%
21	Cc1nnc(SCC2=C(C(=O)O)N3C(=O)C(NC(=O)Cn4nc(C)c(Cl)c4C)C3SC2)s1 (stereo not drawn)	2%	13%	21%	14	u
22	Cc1ccc(OCCOCCNC(C)C)c(Br)c1	-14%	-14%	-8%	-3	10%
23	O=C(c1ccccc1)[C@@H]1[C@@H](C(=O)c2ccc(F)cc2)[C@@]2(C(=O)Nc3ccccc32)[C@H]2c3ccccc3C=CN12	-1%[1.53 µM]	-1%	-14%	-15	u
24	CCOC(=O)c1ccc2c(c1)[C@@H]1C=CC[C@@H]1[C@H](c1cccc(OC)c1OC)N2	11%	x	x	-8	-6%

entry	KB-3-1 tox	MCF10A rereplic	SW480 rerep	IL1B secr inh
17	-1%	u	0%	-15
18	u	u	-1%	u
19	-10%	x	x	x
20	-8%	3%	1%	-27
21	0%	-1%	0%	16
22	16%	u	8%	-58*
23	u	12%	6%	u
24	5%	x	x	x

New compounds follow
entry	SMILES	GLP1R cytotox	HT1080NT lethal	HT1080 IDH1KD tx	D3 ag	KB-V1 cytotox
25	Cc1nc2ccc(C(=O)N/N=C/c3ccc(O)cc3)cc2[nH]1	10%	0%	0%	-5	0%
26	COc1ccc(-c2csc(Nc3ncccc3C)n2)cc1	4%	-24%	u	6	-14%
27	c1ccc(Nc2cccc(Nc3ccccc3)n2)cc1	1%	-23%	u	-5	-18%
28	CCOC(=O)c1ccc(NC(=S)N(CCCN2CCCC(C)C2)Cc2cccs2)cc1 (stereo not drawn)	u	0%	-5%	-19	6%
29	Cc1cc(S(=O)(=O)Nc2ccc3c(c2)COC3=O)ccc1F	-7%	-6%	15%	3	-9%
30	Cc1cccc(NC(=O)NCC(F)(F)F)n1	-5%	-10%	-2%	2	-6%
31	O=C(NCO)c1cccnc1	2%	4%	7%	25	6%
32	CCOC(=O)C(C(=O)c1ccccc1)C(c1ccccc1)c1nccc2ccccc12 (stereo not drawn)	4%	-28%	-4%	-1	u

entry	KB-3-1 tox	MCF10A rereplic	SW480 rerep	IL1B secr inh
25	2%	2%	-4%	-5
26	4%	19%	0%	15
27	-17%	23%	4%	u
28	-4%	u	u	-81*
29	-3%	-3%	-8%	-9
30	0%	4%	-14%	28
31	0%	-5%	-2%	6
32	-18%	x	x	11

Next section.
entry	SMILES	GLP1R cytotox	HT1080NT lethal	HT1080 IDH1KD tx	D3 ag	KB-V1 cytotox
33	CCCCn1c(SCC(=O)NCc2ccc(OC)c(C(=O)O)c2)nc2cc(S(N)(=O)=O)ccc21	0%	18%	11%	-7	16%
34	CC(O)CNc1nc2c(c(=O)n(Cc3ccccc3)c(=O)n2C)n1C (stereo not drawn)	-8%	19%	15%	-12	23%
35	Cc1ccc(CNC(=O)CCCn2nc(C)n3ccnc3c2=O)cc1	-6%	-4%	-1%	3	21%
36	Cc1nc(C/C(=N\Nc2ccccc2)c2ccc(O)cc2O)cs1	-16%	u	-26%	7	-7%
37	CCC(C)COC(=O)C(C#N)c1nc2ccccc2nc1N1CCCCC1 (stereo not drawn)	2%	5%	0%	2	-10%
38	COc1ccc(-n2nnnc2C(c2ccccc2)N2CCN(C/C=C/c3ccccc3)CC2)cc1 (stereo not drawn)	4%	u	u	-13	u
39	Cc1ccc(-n2ncc3c(NCc4ccc5c(c4)OCO5)ncnc32)c(C)c1	-20%	-14%	-28%	2	4.1µM*
40	O=C(NCCCN1CCOCC1)c1cc2ccccc2oc1=O	6%	-1%	-2%	3	-1%

entry	KB-3-1 tox	MCF10A rereplic	SW480 rerep	IL1B secr inh
33	14%	-1%	-6%	7
34	-1%	0%	-9%	-2
35	34%	3%	-9%	24
36	4%	u	13%	23
37	0%	-186%[0.0737 µM]	3%	-28
38	-14%	x	x	-55*
39	u	16%	-3%	-5
40	8%	0%	-17%	16

Next entries:
entry	SMILES	GLP1R cytotox	HT1080NT lethal	HT1080 IDH1KD tx	D3 ag	KB-V1 cytotox
41	COc1ccc(C(=O)Nc2cc(C(C)=O)c(C)oc2=O)cc1	-7%	15%	18%	2	20%
42	COc1ccc2nc(SCC(=O)NC3(C#N)CCCCC3)[nH]c2c1	14%	-1%	-5%	-3	-28%
43	N#C/C(=N/O)c1nc(-c2ccc(F)cc2)cs1	6%	-8%	13%	5	-3%
44	O=C(OCC(=O)N1CCOCC1)c1cccc(S(=O)(=O)N2CCCc3ccccc32)c1	-11%	0%	-2%	4	-27%

entry	KB-3-1 tox	MCF10A rereplic	SW480 rerep	IL1B secr inh
41	3%	u	u	-10
42	0%	0%	4%	-8
43	-5%	u	0%	0
44	13%	2%	3%	43

Complete entries from above. Order of screens: GLP1R cytotox	HT1080NT lethal	HT1080 IDH1KD tx	D3 ag	KB-V1 cytotox	KB-3-1 tox	MCF10A rereplic	SW480 rerep	IL1B secr inh
`COc1ccc(C(=O)Nc2cc(C(C)=O)c(C)oc2=O)cc1` is listed as -7%	15%	18%	2	20%	3%	u	u	-10
`Cc1c(NS(=O)(=O)c2cc(C(=O)NCc3cccc(Cl)c3)ccc2Cl)c(=O)n(-c2ccccc2)n1C` is listed as -11%	3%	5%	6	35%	0%	-4%	-14%	23
`CCOC(=O)c1ccc2c(c1)[C@@H]1C=CC[C@@H]1[C@H](c1cccc(OC)c1OC)N2` is listed as 11%	x	x	-8	-6%	5%	x	x	x
`O=C(OCC(=O)N1CCOCC1)c1cccc(S(=O)(=O)N2CCCc3ccccc32)c1` is listed as -11%	0%	-2%	4	-27%	13%	2%	3%	43

High-throughput results deposited in PubChem BioAssay by National Center for Advancing Translational Sciences (NCATS).

Not a hit list; 11% or so of the library scored in one or more.
